NF-kB neuron act = activators of NF-kB expression in neurons, primary screen, cell-based, HTS. human neuronal cells, NF-kB reporter expression; hits give high values. fold change at 12.5 µM. 190,000 compounds, 1.6% hits. AID 1239, 2008; in the data active means fold change above about 3.3
APP 5'UTR act = activators of APP 5'UTR luciferase reporter, primary screen, SH-SY5Y cells; activation, % at 2 µM; SH-SY5Y APP 5'UTR luciferase reporter, luminescence; zero percent = DMSO vehicle wells; 190,000 compounds, 1% hits; AID 1276, 2008;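 active means activation above a set limit, based on mean plus 3 SD of controls, cut at about 140% in these data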; further: values of inactives mirror those of a sister screen read the other way
STAT3 inh = IL-6 driven STAT3 reporter inhibitors, primary screen, U3A cells, luciferase, luminescence, MLSCN library. IL-6 STAT3-luciferase reporter; host cell line lacks STAT1. inhibition, % at 5.5 µM. 190,000 compounds, 0.89% hits. AID 862, 2007;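 active means inhibition above the mean inhibition across all screened compounds plus 3 SD, cut at about 44% in these data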;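 further: 0% = DMSO only wells and 100% = 100 µM nifuroxazide control wells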
STAT3 act = IL-6 driven STAT3 reporter potentiators, primary screen, U3A cells, luciferase, luminescence, MLSCN library | IL-6 STAT3-luciferase reporter; 100% = signal with IL-6 EC80 alone | activation (% of control), % at 5.6 µM | 190,000 compounds, 0.91% hits | AID 871, 2007;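 active means activation above the screen-wide mean of compound activation plus 3 SD, cut at about 130% in these data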;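 further: 0% = background luminescence of wells with medium and substrate only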
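Material: human STAT1-deficient U3A cells with stable STAT3-luciferase reporter / Probe or stimulus: IL-6 stimulus at 33 ng/mL final / Schedule: 1 h compound pre-exposure, 6 h IL-6 stimulation, 37 °C / Technique: luminescence / Read-out basis: percent of IL-6-only median luminescence / Control set: IL-6-only high control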
STAT1 activator = STAT1 signaling activators, primary screen, cell-based, HTS, luciferase reporter. NIH 3T3 STAT1-luciferase reporter, IFN-gamma, luminescence; 100% = IFN-gamma alone, no compound. activation (% of control), % at 5.5 µM. 200,000 compounds, 2.6% hits. AID 932, 2007;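 active means activation above the screen-wide mean activation plus 3 SD, cut at about 130% in these data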;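 further: raw ratio to IFN-gamma control signal so 100% means no change and 0% no light; values of inactives mirror those of a sister screen read the other way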
Hsp70 activator = Hsp70 transcriptional activators, primary screen, cell-based, HeLa, Hsp70 promoter luciferase, luminescence, 10 µM; activation, % at 10 µM; HeLa Hsp70 promoter luciferase reporter; scaled: vehicle 0, proteasome-inhibitor control 100%; 200,000 compounds, 0.04% hits;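 active means activation above the mean across all tested compounds plus 3 SD, cutoff set per campaign, cut at about 5.5% in these data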;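 further: 100% = MG132 at 30 µM as the positive control and 0% = DMSO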
RAM network inh = inhibitors of the yeast RAM network, primary screen, dse1pr::URA3 reporter, 5-FOA selection; inhibition, % at 50 µM; 190,000 compounds, 1.8% hits; S. cerevisiae dse1pr::URA3 reporter, 5-FOA growth OD615, 2 d; analog-sensitive cbk1-as2 kinase mutant strain;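 active means inhibition above a set limit, 3 SD over mean compound inhibition, cut at about 8.4% in these data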;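 further: 0% = DMSO-only wells with no growth and 100% = 10 µM 1-NA-PP1 full growth; inhibition rescues growth on 5-FOA so higher OD means more RAM inhibition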
APP transl inh = inhibitors of APP translation via 5'UTR reporter, primary screen, APP 5'UTR luciferase, SH-SY5Y cells; 190,000 compounds, 0.82% hits; inhibition, % at 2 µM; AID 1285, 2008; SH-SY5Y APP 5'UTR-luciferase reporter, luminescence;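 active means inhibition above a set limit, derived from the sample mean plus 3 SD, cut at about 45% in these data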; further: values of inactives mirror those of a sister screen read the other way
FLuc inh counter = firefly luciferase enzyme inhibitors, primary screen, artefact control for luciferase-based inhibitor screens, biochemical, luminescence, ATPLite | Luciferin 4-monooxygenase (Photinus pyralis), P08659 | 10 min | inhibition, % at 10 µM | 200,000 compounds, 1.5% hits | AID 1006, 2008;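 active means inhibition above about 50% when tested at 10 µM, limit read from the data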
Target sequence (P08659 whole entry, looked up): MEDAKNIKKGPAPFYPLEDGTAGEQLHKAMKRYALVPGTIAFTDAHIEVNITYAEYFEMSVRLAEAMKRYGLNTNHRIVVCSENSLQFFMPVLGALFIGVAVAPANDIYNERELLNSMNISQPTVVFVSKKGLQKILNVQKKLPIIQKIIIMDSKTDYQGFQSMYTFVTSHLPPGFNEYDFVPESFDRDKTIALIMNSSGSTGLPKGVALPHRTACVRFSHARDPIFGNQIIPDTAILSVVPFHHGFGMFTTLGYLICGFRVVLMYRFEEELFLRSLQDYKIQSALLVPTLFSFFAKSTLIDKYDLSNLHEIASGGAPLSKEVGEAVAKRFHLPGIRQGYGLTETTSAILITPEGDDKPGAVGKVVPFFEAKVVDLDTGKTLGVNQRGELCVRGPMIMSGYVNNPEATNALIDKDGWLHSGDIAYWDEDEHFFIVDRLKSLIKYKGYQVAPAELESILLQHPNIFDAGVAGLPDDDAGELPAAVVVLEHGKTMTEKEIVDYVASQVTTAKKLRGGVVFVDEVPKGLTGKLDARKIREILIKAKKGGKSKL
STAT1 blocker = STAT1 signaling inhibitors, primary screen, cell-based, HTS, luciferase reporter. NIH 3T3 STAT1-luciferase reporter, IFN-gamma, luminescence. inhibition, % at 5.5 µM. 200,000 compounds, 0.35% hits. AID 920, 2007;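 active means inhibition above a set limit, the mean inhibition across all tested compounds plus 3 SD, cut at about 34% in these data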;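 further: 0% = IFN-gamma with DMSO and 100% = IFN-gamma with 300 µM nifuroxazide; values of inactives mirror those of a sister screen read the other way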
* marks the source's active call; other numbers are inactive results; . = not tested or not shown.

SMILES	NF-kB neuron act	APP 5'UTR act	STAT3 inh	STAT3 act	STAT1 activator	Hsp70 activator	RAM network inh	APP transl inh	FLuc inh counter	STAT1 blocker
Cc1ccc2nc3nc(NCC4CCCO4)c(C(=O)NC4CCCCC4)cc3c(=O)n2c1 (configuration not stated)	1	17.7	-0.1	105.3	97.8	-0.4	-1.1	-17.7	2.1	2.2
COc1ccc(CC(=O)N2CCNC2=O)cc1	1.09	2.2	2.5	101.6	91.8	0.3	0.4	-2.2	-6.9	9.0
O=c1[nH]c(C(Cl)Cl)nc2sc3c(c12)CCN(Cc1ccccc1)C3	1.7	-23.0	-8.8	105.8	107.4	0.1	0.0	23.0	-7.8	-7.8
O=C(CSc1nc(-c2ccco2)cc(C(F)(F)F)n1)N1CCN(Cc2ccccc2)CC1	0.87	-2.6	9.3	96.4	100.3	-0.1	0.7	2.6	-6.1	-0.3
O=C(CC1CC2CCC1C2)OCC(=O)c1c[nH]c2ccccc12 (configuration not stated)	1.57	8.2	-13.5	113.8	103.6	0.1	2.2	-8.2	-1.0	-4.0
COC(=O)C1(C)NC(c2ccc(O)cc2)C2C(=O)N(c3ccc4c(c3)OCCO4)C(=O)C21 (configuration not stated)	0.91	-2.8	1.9	102.9	94.9	-0.1	0.9	2.8	-4.2	5.6
COc1ccc(N2CCN(C(=O)C3CCCO3)CC2)cc1 (configuration not stated)	1.18	-8.1	7.7	93.6	96.9	0.1	-0.4	8.1	-1.8	3.3
CCc1ccc(C2N(c3ccc(OC)cc3)C(=O)C3CCCN32)cc1 (configuration not stated)	0.97	-2.3	6.4	98.7	108.5	0.3	1.0	2.3	-6.2	-9.4
CCCCN(C)CCCNC(=O)c1ccc2c(c1)NC(=O)C(N1CCOCC1)S2 (configuration not stated)	0.95	-5.4	9.4	98.4	100.1	-0.2	0.8	5.4	0.9	-0.1
COc1ccc(CCNC(=O)CC2SC(=NCc3ccccc3)NC2=O)cc1 (configuration not stated)	1.1	17.7	3.7	98.6	103.2	0.0	2.6	-17.7	-4.5	-3.6
COc1ccc(/C=N/S(=O)(=O)c2ccccc2)cc1OC	1.03	9.4	0.7	106.4	106.9	-0.2	1.8	-9.4	-4.0	-8.9
Cc1ccccc1C(=O)NC(C)C(c1cccs1)N1CCOCC1 (configuration not stated)	0.93	8.3	11.1	97.8	98.7	-0.4	0.2	-8.3	-9.1	1.4

The list goes on; the last 2 above are carried over.
SMILES	NF-kB neuron act	APP 5'UTR act	STAT3 inh	STAT3 act	STAT1 activator	Hsp70 activator	RAM network inh	APP transl inh	FLuc inh counter	STAT1 blocker
COc1ccc(/C=N/S(=O)(=O)c2ccccc2)cc1OC	1.03	9.4	0.7	106.4	106.9	-0.2	1.8	-9.4	-4.0	-8.9
Cc1ccccc1C(=O)NC(C)C(c1cccs1)N1CCOCC1 (configuration not stated)	0.93	8.3	11.1	97.8	98.7	-0.4	0.2	-8.3	-9.1	1.4
Cc1ccc(N(C(=O)C(F)(F)F)C(C(=O)NC2CCCCC2)c2ccncc2)cc1C (configuration not stated)	1.18	.	-5.4	104.8	95.4	-0.2	4.8	.	-6.6	5.1
CCOc1ccccc1-c1nc2c(C(C)(C)C)nn(C)c2c(=O)[nH]1	1.17	-1.9	2.2	101.0	105.5	-0.3	-0.5	1.9	-3.2	-8.1
O=C(Nc1ccccc1N1CCOCC1)c1ccc2nc[nH]c2c1	0.97	11.1	11.7	94.7	98.4	0.0	2.5	-11.1	0.5	1.6
CCCC(c1nnnn1Cc1ccc(OC)cc1)N1CCN(c2ccccc2OC)CC1 (configuration not stated)	0.75	-2.7	8.6	95.1	95.4	0.0	-0.8	2.7	-1.4	5.0
COc1ccc(CCNS(=O)(=O)c2ccc3c(c2)CC(C)N3C(C)=O)cc1OC (configuration not stated)	1.06	5.1	9.5	94.6	88.5	-0.2	-0.6	-5.1	-0.1	12.7
CC(=O)c1ccc(NC(=S)N2CCCCCC2)cc1	1.5	30.3	10.9	98.3	114.5	0.2	2.9	-30.3	9.0	-15.5
O=C(Nc1nc2c(s1)CCCC2)c1nn(Cc2ccccc2)c(=O)c2ccccc12	0.72	-2.2	6.7	95.1	104.5	-0.4	3.5	2.2	-5.1	-5.0
O=C1CC(N2CCC(c3nc4ccccc4o3)CC2)C(=O)N1Cc1cccs1 (configuration not stated)	0.98	-18.2	-5.7	108.3	104.1	0.4	2.5	18.2	-3.6	-4.4
Cn1c(CCCOc2ccc(Cl)cc2Cl)nnc1SCC(=O)Nc1ccc(F)c(Cl)c1	1.41	9.6	-7.0	109.6	101.9	-0.3	9.0*	-9.6	-4.0	-2.1
CC12CC3CC(C)(C1)CC(NCc1ccncc1)(C3)C2	1.37	9.8	30.2	81.4	92.6	-0.1	0.2	-9.8	-3.6	7.4
COc1ccc(-c2ccnc3ncnn23)cc1	1.07	-3.3	18.2	93.3	100.9	0.3	0.1	3.3	0.8	-1.9
O=C(c1ccc(OC2CCN(CCc3ccccc3)CC2)cc1)N1CCCC(CO)C1 (configuration not stated)	0.92	1.4	6.9	98.4	97.1	-0.1	-1.6	-1.4	0.3	1.4
COc1cc(C2CC(=O)C=C(O)C2)cc(OC)c1OC (configuration not stated)	1.06	2.5	-2.2	101.6	93.2	-0.1	-0.7	-2.5	-6.3	7.3
O=C(CN1CCOCC1)NN=C1CCCCCCCCCCC1	0.92	20.6	-18.1	112.5	95.8	-0.2	0.0	-20.6	-5.6	4.8
CCOC(=O)C1C(=O)NC(c2ccccc2)=NC1c1ccc(O)c(OC)c1 (configuration not stated)	0.96	9.6	14.9	96.5	96.6	0.1	0.6	-9.6	-3.6	2.9
Cc1cc(N(CN2CCCC2=O)C(=O)c2ccc(OC(C)C)cc2)no1	1.13	13.9	-0.7	102.1	101.9	0.1	0.5	-13.9	-0.4	-2.1
O=C(OCCN(CCOC(=O)c1ccncc1)S(=O)(=O)c1cccs1)c1ccncc1	1.25	7.7	-12.6	108.9	105.3	-0.2	1.3	-7.7	-0.1	-5.8
O=C(Nc1nc(-c2ccc(F)c(F)c2)cs1)c1ccc(OCC2CCCO2)cc1 (configuration not stated)	0.99	24.4	0.7	95.3	110.0	-0.3	5.6	-24.4	6.7	-11.0
COc1ccc(OC)c(NC(=S)N2CCN(Cc3ccccc3)CC2)c1	1.15	25.7	-0.7	106.3	95.6	0.0	3.3	-25.7	-3.1	2.7
O=Cc1ccc(N2CCCC2)o1	1.07	-5.8	4.9	102.0	93.9	0.0	1.4	5.8	-8.5	5.7
COc1ccc(OC)c(NC(=O)COC(=O)CCCN2C(=O)c3ccccc3C2=O)c1	1.15	-10.6	7.1	96.2	98.6	0.1	4.8	10.6	-5.0	1.6
CC(C)C(NC(=O)c1cccnc1)C(=O)O (configuration not stated)	1.21	-2.3	5.3	98.3	100.9	-0.1	-0.6	2.3	-5.2	-3.1
COc1cc2nc(/C=C/c3ccc(N(C)C)cc3)sc2cc1SC	1.15	2.2	1.2	95.5	102.7	-0.4	2.4	-2.2	-6.6	-2.9
CCC(C)NS(=O)(=O)c1ccc(NC(=O)C2CCCO2)cc1 (configuration not stated)	0.91	11.5	-0.3	104.2	99.1	0.0	0.4	-11.5	-3.4	-0.7
COc1ccc(Oc2cc(C)c3ccccc3n2)cc1	1.26	6.6	29.4	77.8	95.8	-0.5	0.0	-6.6	-1.0	4.7
Cc1ccnc(N2C(=O)c3ccccc3C2Nc2ccc3c(c2)OCCO3)c1 (configuration not stated)	1.52	.	18.5	91.5	104.0	0.1	1.0	.	-7.0	-4.4
CSc1nnc(-c2ccccc2)o1	0.87	7.7	12.2	93.3	113.6	0.2	0.9	-7.7	-7.4	-14.9
Cc1cccc(C)c1NC(=O)C1=C(O)c2ccccc2N(C)S1(=O)=O	0.96	.	2.4	102.8	104.5	-0.1	0.4	.	-4.9	-5.0
Cc1cc(C)c2sc(C)[n+](CCCS(=O)(=O)[O-])c2c1	1.15	6.1	-5.6	106.8	106.1	-0.2	1.2	-6.1	-4.4	-8.6
CCc1n[nH]c(=S)n1/N=C/c1ccc(NC(C)=O)cc1	1.13	-3.7	15.4	92.4	94.5	-0.5	0.2	3.7	0.2	4.5
Cc1nc2ccc3nc(NC(=O)c4ccco4)sc3c2s1	.	124.6	16.7	90.2	163.8*	0.4	.	-124.6	.	-69.8
OC(CNc1nc2ccccc2s1)c1ccccc1 (configuration not stated)	1.62	8.0	14.1	93.2	112.7	-0.1	0.9	-8.1	-2.1	-14.9
CCN(CC)N=Nc1ccc(S(N)(=O)=O)cc1	1.41	-12.2	0.1	103.8	109.2	-0.5	0.2	12.2	2.7	-11.7
O=C(NCc1ccc2c(c1)OCO2)c1cc(-n2cnnc2)ccc1Cl	1.06	20.3	4.5	99.9	97.8	-0.2	0.7	-20.3	-6.8	2.4
O=C(CS(=O)(=O)c1ccc2ccccc2c1)N1CCCCCC1	1.02	18.8	17.2	88.5	103.4	-0.1	-0.6	-18.8	-0.2	-4.9
O=C(COC(=O)c1cccc2ccccc12)Nc1cccnc1Cl	1	19.8	14.9	84.6	103.4	-0.5	2.5	-19.8	-1.4	-3.7
O=C(c1cccc(Cl)c1)N1CCN(Cc2ccccc2F)CC1	1.21	-7.1	-1.0	104.5	99.8	-0.4	2.0	7.1	-3.5	0.2
CCS(=O)(=O)N1Cc2ccccc2CC1C(=O)Nc1nnc(SCc2c(Cl)cccc2Cl)s1 (configuration not stated)	0.85	10.7	4.0	94.7	102.7	-0.1	2.4	-10.7	-6.0	-3.0
COCC1CCN(Cc2cn(-c3ccccc3F)nc2-c2cc(C)sc2C)CC1	1.31	-18.0	0.8	102.3	98.3	-0.3	0.2	18.0	-8.6	-0.3
O=C(NCC1(c2ccccc2)CCCC1)c1cccc(Br)c1	0.77	0.2	4.4	100.2	92.5	-0.5	5.1	-0.3	-8.2	8.1
CN(C)c1cc[n+](CC(=O)N2c3ccccc3Sc3ccccc32)cc1	1.03	-3.0	2.8	99.5	86.8	-0.3	0.7	3.0	-7.0	14.5
COc1ccc(-n2c(C)nc3cc(C(=O)O)ccc32)cc1	1.07	0.9	-0.5	105.4	99.7	0.2	1.2	-0.9	-4.0	0.4
CCN1CCN(C(c2ccccc2)c2nnnn2Cc2ccccc2)CC1 (configuration not stated)	1.06	0.6	6.7	95.4	96.2	-0.4	3.2	-0.6	-5.2	4.2

Some entries already given, showing only STAT3 inh, APP 5'UTR act and FLuc inh counter.
Molecule | STAT3 inh | APP 5'UTR act | FLuc inh counter
O=C(c1cccc(Cl)c1)N1CCN(Cc2ccccc2F)CC1 | -1.0 | -7.1 | -3.5
CN(C)c1cc[n+](CC(=O)N2c3ccccc3Sc3ccccc32)cc1 | 2.8 | -3.0 | -7.0
COCC1CCN(Cc2cn(-c3ccccc3F)nc2-c2cc(C)sc2C)CC1 | 0.8 | -18.0 | -8.6

Source: PubChem (several laboratories)
